# RGS4 inhibitor – blocks human RGS4-accelerated GTP hydrolysis; P49798; Transcreener GDP fluorescence polarization, RGS4-accelerated GTP hydrolysis; Potency, µM (titrated, usually from 114 µM), inactives show top-dose activity change, negative = inhibition, most hits filed as inhibitors; 0.039% of 390,000 active; also: potency is read from the fitted curve at half-maximal effect; % is scaled to controls: 0 for no effect and ±100 for the full control effect; nearly all actives have a fitted effect of over 75% in size; some results filed as inactive show a strong effect at the top dose
# Target sequence (P49798 whole entry, looked up): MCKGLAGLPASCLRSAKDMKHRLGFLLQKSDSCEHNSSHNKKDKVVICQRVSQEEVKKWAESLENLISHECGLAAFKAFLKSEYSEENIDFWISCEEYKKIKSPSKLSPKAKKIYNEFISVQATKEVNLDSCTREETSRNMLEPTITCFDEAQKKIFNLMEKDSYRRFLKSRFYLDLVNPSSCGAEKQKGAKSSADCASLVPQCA
#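 MLSMR compounds (23 nl, pin-transferred) preincubated 10 min at room temperature with a 500nM (2x) first reagent, then RGS4 at 900nM (2x) plus Transcreener GDP mix added; fluorescence polarization (620/688 nm) read before and after 90 min at 30 °C.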
# Pol eta inh – inhibitors of human DNA polymerase eta; 1.2% of 390,000 active; Potency, µM (top dose mostly 114 µM), for the others: top-dose activity change, negative = inhibition, most hits filed as inhibitors; Q9Y253; recombinant Pol eta, fluorescent DNA replication assay; also: potency is read from the fitted curve at half-maximal effect; % is scaled to controls: 0 for no effect and ±100 for the full control effect
# Target sequence (Q9Y253 whole entry, looked up): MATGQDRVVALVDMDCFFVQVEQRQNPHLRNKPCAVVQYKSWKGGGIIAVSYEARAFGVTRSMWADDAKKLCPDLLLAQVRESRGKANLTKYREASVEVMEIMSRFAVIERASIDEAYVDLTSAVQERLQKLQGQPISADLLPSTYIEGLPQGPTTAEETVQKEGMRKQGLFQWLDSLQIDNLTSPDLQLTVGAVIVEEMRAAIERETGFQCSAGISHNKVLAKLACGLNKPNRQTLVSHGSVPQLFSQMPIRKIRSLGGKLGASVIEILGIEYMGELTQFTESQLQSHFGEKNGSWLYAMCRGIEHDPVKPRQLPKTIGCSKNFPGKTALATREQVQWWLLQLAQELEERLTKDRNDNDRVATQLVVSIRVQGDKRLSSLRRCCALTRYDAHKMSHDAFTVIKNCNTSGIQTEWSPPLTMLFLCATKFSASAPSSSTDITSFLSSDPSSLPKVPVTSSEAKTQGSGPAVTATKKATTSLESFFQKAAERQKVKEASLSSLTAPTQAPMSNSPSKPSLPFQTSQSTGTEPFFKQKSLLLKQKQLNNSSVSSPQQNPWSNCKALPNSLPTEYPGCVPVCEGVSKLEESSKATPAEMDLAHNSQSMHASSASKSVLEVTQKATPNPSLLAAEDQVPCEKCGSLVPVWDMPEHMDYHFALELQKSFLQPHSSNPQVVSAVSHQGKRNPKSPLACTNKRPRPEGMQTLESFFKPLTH
#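 Pol eta (10 nM) was preincubated with compounds for 15 min at room temperature, after which fluorescent replication substrate (50 nM final) was added to start the reaction. Fluorescence was read kinetically at 0 and 10 min.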
# POLK inh – inhibitors of human DNA polymerase kappa; Q9UBT6; purified Pol kappa, fluorescent DNA synthesis assay, 10 min; Potency, µM (doses to about 107 µM), inactives show top-dose activity, negative = inhibition, most hits filed as inhibitors; 0.53% of 400,000 active; also: potency is read from the fitted curve at half-maximal effect; % is scaled to controls: 0 for no effect and ±100 for the full control effect
#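 Inhibition of 10 nM Pol kappa is measured by a fluorescent read-out at 0 and 10 min following addition of 50 nM substrate (final), with a 15-min room-temperature compound preincubation.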
# LDHA inh – LDHA (human) enzyme inhibition. AID 1347041. purified LDHA, NADH/diaphorase-resazurin fluorescence; stronger effect = lower value. P00338. 0.15% of 480,000 active. activity change, % (values are at about 110 or 230 µM); in the data active = activity change below about -30%; inconclusive = mostly about -25% to -30%;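 also: plate controls were DMSO wells for no effect and wells without enzyme for full effect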
#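 Human LDH5 at 2 nM final in Tris HCl pH 7.4 with 0.06 mM NADH and 0.2 mM pyruvate, reacted 5 minutes at room temperature. Remaining NADH coupled via diaphorase/resazurin; resorufin fluorescence read at 0 and 20 minutes, normalized to enzyme-free and DMSO wells.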
# Anesthetic bind – binds horse apoferritin like a general anesthetic; apoferritin/1-aminoanthracene competitive binding, fluorescence; 0.074% of 350,000 active; P02791; Potency, µM (titrated, usually from 77.5 µM), without a hit: top-dose activity change, negative = displacement, usual class: inhibitors; also: potency is read from the fitted curve at half-maximal effect; % is scaled to controls: 0 for no effect and ±100 for the full control effect; nearly all actives have a fitted effect of over 20% in size
# Target sequence (P02791 2-175 limits assumed): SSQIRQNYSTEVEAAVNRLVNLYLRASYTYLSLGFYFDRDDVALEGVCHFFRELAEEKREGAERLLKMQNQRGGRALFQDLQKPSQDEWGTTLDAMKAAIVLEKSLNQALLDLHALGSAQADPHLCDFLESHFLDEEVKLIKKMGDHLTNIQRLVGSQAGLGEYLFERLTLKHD
#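 Read-out: endpoint 1-AMA fluorescence, excitation 380 nm and emission 535 nm, after compounds sit 10 min at room temperature with 10 uM horse-spleen apoferritin in 50% saturated 1-AMA/PBS. Values come from four-parameter Hill fits.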
# APE1 inh – inhibitors of human APE1 endonuclease. P27695. recombinant APE1, TAMRA/BHQ-2 abasic DNA cleavage fluorescence. Potency, µM (highest dose often 65.8 µM), inactives show at the highest dose activity change, negative = inhibition, usual class: inhibitors. 0.35% of 350,000 active;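 also: potency is read from the fitted curve at half-maximal effect; plate controls were vehicle for no effect and reference inhibitor for full effect; nearly all actives have a fitted effect of over 55% in size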
#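 Quantitative HTS: incision of a TAMRA/BHQ-2 double-stranded substrate bearing a tetrahydrofuran abasic site by 0.75 nM APE1 raises fluorescence. Substrate 50 nM final, added after 15 min compound preincubation at room temperature; progress as third-minus-first kinetic read difference.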
# 12-LOX inh – inhibitors of human 12S-lipoxygenase ALOX12 | purified 12hLO, xylenol orange hydroperoxide absorbance | Potency, µM (titrated, usually from 108 µM), for the others: at the highest dose activity change, negative = inhibition, usual class: inhibitors | 1.1% of 580,000 active | AID 1671190; also: potency is read from the fitted curve at half-maximal effect; % is scaled to controls: 0 for no effect and ±100 for the full control effect
#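 Purified human 12hLO at 150 nM in 25 mM Hepes, 0.01% Triton X-100, pH 7.0, preincubated 15 min at room temperature with compound. Reaction started with 40 uM arachidonic acid, 30 min at room temperature. Hydroperoxide measured by Fe-xylenol orange, 573/405 nm absorbance ratio.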
# ERG-DNA inh – blocks human ERG Ets domain binding to DNA | 0.028% of 370,000 active | fluorescence polarization, His-ERG Ets domain / labelled DNA | Potency, µM (titrated, usually from 76.9 µM), without a hit: at the highest dose FP activity, negative = inhibition, hits mostly inhibitors; active = well fitted inhibition curve with a large enough effect in the polarisation, with a control signal flat; inconclusive = small, poorly fitted or top-dose-only effect, or effect the other way, or a change in a side signal; inactive = no such curve, though single readings can be large or run the other way; the % refers to the polarisation;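 also: polarization taken with two DNA probes labelled with fluorescein and Texas red; potency is read from the fitted curve at half-maximal effect; % of control where 0% means no effect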
#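 His-tagged ERG Ets domain (1 uM in the protein solution; 300mM KCl, 50mM Tris-HCl, 1mM EDTA, 1mM DTT, pH 7.5) received compound, then a probe mix of 5 nM fluorescein-DNA and 100nM Texas-615-DNA. Fluorescence polarization was read for both dyes.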
# Pol beta inh – blocks human DNA polymerase beta activity | P06746 | Pol beta primer extension/strand displacement, fluorescence kinetic | Potency, µM (doses to about 114 µM), without a hit: top-dose activity change, negative = inhibition, usual class: inhibitors | 1.3% of 340,000 active | AID 485314; also: potency is read from the fitted curve at half-maximal effect; % is scaled to controls: 0 for no effect and ±100 for the full control effect
#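 Preincubation: enzyme (10 nM) with compound, 15 min, RT. Reaction: substrate added to 50 nM final. Reads: 0 and 10 min. Analysis: normalized, Hill fit.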
# * marks the source's active call; other numbers are inactive results; i = inactive; ? = inconclusive; nt = not tested or not shown; & = joins results of further samples; [ ] = remark or other dose. Unless noted, calls follow the shape of the dose curve; as a rule, active = well fitted curve in the direction sought with a large enough effect; inconclusive = small, poorly fitted or top-dose-only effect, or another doubt; inactive = no such curve, though single readings can be large; an effect the other way counts as inactive or inconclusive.
SMILES,RGS4 inhibitor,Pol eta inh,POLK inh,LDHA inh,Anesthetic bind,APE1 inh,12-LOX inh,ERG-DNA inh,Pol beta inh
CN(C(=O)COc1ccc([N+](=O)[O-])cc1)C1CCS(=O)(=O)C1 (centres undefined),4%,-15%,-9%,-6,-1%,-2%,1%,5%,28%
CCCSc1nc(N2CCOCC2)c2c(c1C#N)CC(C)(C)SC2,25%,-18%,3%,0,-8%,1%,-1%,-3%,1%
COc1ccc(CC(=O)NNC(=O)CCC(=O)Nc2cc(C)ccc2C)cc1,-34%,-8%,5%,0,-7%,11%,-1%,12%,45%[activator]
Cc1ccc(NCC(=O)N/N=C/c2cccn2C)cc1,16%,5%,-5%,1,-13%,-1%,154%[activator],1%,2%
O=C(NCCN1CCN(c2ccccc2)CC1)Nc1ccccc1Br,2%&0%,2%&8%,-5%&3%,-7&5,-5%&-3%,52%[activator],i,7%&-3%,-21%&13%
CCc1nc(NCc2ccccc2)c(C#N)c2c1CCCC2,-8%,-20%,-2%[60.1 µM],-8&0,-12%,0%,-5%&1%,-2%,2%
COc1cccc([C@@H]2CC=C(C(=O)O)[C@H](c3ccccc3F)N2S(=O)(=O)c2ccc(C)cc2)c1,-20%,-6%,6%,0,nt,26%,-23%,0%,nt
COc1ccc(OC)c(CNc2ncnc3onc(C)c23)c1,27%,-6%,-16%,-7,51%[activator],nt,-20%,0%,-16%
Cc1ccc(NC(=O)C2CCN(S(=O)(=O)c3ccc(Cl)c(C(F)(F)F)c3)CC2)nc1,10%,-17%,0%,-7,nt,11%,-23%,20%,nt
CCOc1ccc(-n2c(C)nc3cc(C(=O)NCc4ccc5c(c4)OCO5)ccc32)cc1,-33%,-10%,-7%,6,5%,-3%,22%,2%,10%
Cc1onc(-c2ccccc2Cl)c1C(=O)NCc1nc(-c2ccc(C(F)(F)F)cc2)no1,28%,-13%,-27%,2,-5%,0%,80%[activator],14%,-4%
CCOc1cc(Br)ccc1S(=O)(=O)NCc1ccccc1,?,-21%,-4%,-1,?,-4%,-4%,10%,11%
COCCOC(=O)c1c(C)nc(SCC(=O)Nc2ccc(C)cc2)c(C#N)c1-c1ccco1,-11%,-16%,-7%,-4,-21%,-4%,33%[activator],7%,4%
O=S(=O)(NCC(c1ccco1)N1CCCCC1)c1cccc(C(F)(F)F)c1 (centres undefined),-15%,-13%,-20%,-3,nt,-9%,?,1%,nt
O=C(CCC(=O)Nc1ccccc1)NNC(=O)c1ccccc1Cl,-2%[56.9 µM],-24%,0%,-1,-5%,?,-5%,-4%,6%
CCOC(=O)C(C)n1cnc2c(nnn2Cc2ccc(C)cc2)c1=O (centres undefined),-17%,-11%,8%,-2,-2%,-1%,-10%,0%,1%
COc1ccc(Nc2nc(N)nc(CSc3nc(C)cc(C)n3)n2)cc1,12%,-8%,-14%,1,-6%,13%,-1%,5%,33%
Cc1nn(C)c(C)c1S(=O)(=O)NC1CCCC1,-4%,-3%,-14%,-6,-11%,-3%,-18%,-12%,4%
CSc1ccccc1NC(=O)CN(C)C(=O)c1ccc2c(c1)OCCO2,-8%,0%,0%,-4,-9%,-17%,0%,-6%,29%
CCOc1ccc(-c2nnc(SCC(=O)Nc3cccc(Cl)c3C)o2)cc1,3%,nt,-22%,-11,-11%,nt,-15%,-7%,-19%
CC(=O)c1cccc(Oc2cc(NN3CCCCC3)c([N+](=O)[O-])cc2[N+](=O)[O-])c1,1%,-10%,4%,0,?,14%,-4%,6%,17%
COCCNC(=O)C(NC(=O)C1CCCCC1)C(C)C (centres undefined),12%,-8%,-10%,3,-2%,1%,7%,-6%,22%
Cc1ccc(NC(=O)COC(=O)CNC(=O)c2ccc3ccccc3c2)c([N+](=O)[O-])c1,2%,-21%,5%,6,?,-8%,-1%,10%,29%
O=C(O)c1ccc(NS(=O)(=O)c2cc(Cl)ccc2Cl)cc1,-21%,-16%,2%,-1,-6%,1%,66%[activator],1%,-16%
Cc1ccc(-c2nnc(-c3ccc4ccccc4c3)o2)cc1,-25%,?,-15%,-8,nt,nt,0%,nt,nt
SMILES,RGS4 inhibitor,Pol eta inh,POLK inh,LDHA inh,Anesthetic bind,APE1 inh,12-LOX inh,ERG-DNA inh,Pol beta inh
Cc1ccc(-c2ncccc2OC(=O)C23CC4CC(CC(C4)C2)C3)cc1,8%,-15%,-14%,0,-12%,-2%,-23%,nt,-1%
Cc1ccc(-n2c(=O)c(C#N)cc3c(=O)n4ccccc4nc32)cc1C,-12%,-7%,2%,0,52%[activator],-1%,-10%,-5%,-3%
CCOC(=O)N1CCN(C(=O)c2cn(C)c3ccc(S(=O)(=O)N(C)C4CCCCC4)cc3c2=O)CC1,-12%,-13%,3%,-3,-6%,-8%,0%,-12%,13%
Cc1cccc2c1CC(C)(C)N/C2=C\C(N)=O,-31%,-11%,-2%,-3,-6%,14%,-15%,3%,11%
COc1c(OC(C)=O)c(=O)n2c3ccccc3c3ccnc1c32,9%,-12%,-22%,-2,nt,-18%,11%,7%,nt
CCOC(=O)Cn1nc(C)n(-c2ccc(Cl)cc2)c1=O,11%,-8%,-14%,-9,-4%,7%,1%,-3%,8%
COc1ccc(CNC(=O)CC23CC4CC(CC(C4)C2)C3)cc1OC,-6%,-4%,-2%,-4,-2%,0%,-3%,14%,3%
Cc1cc(NC(=O)C(C)SCC(=O)Nc2cc(C(F)(F)F)ccc2N2CCCCC2)no1 (centres undefined),-30%,-21%,-6%,4,nt,18%,4%,13%,nt
CNCCCOc1ccc(C)cc1Br,-17%,2%,6%,-18,-7%,1%,?,-8%,-24%
COc1ccc(CC(=O)NNC(=O)c2cc(C)oc2C)cc1OC,33%,-3%,-2%,-8,nt,4%,-26%,-12%,nt
COc1ccc(-c2noc(N3CCC(C(=O)Nc4cc(OC)c(OC)c(OC)c4)CC3)n2)cc1,-19%,-13%,11%,0,-11%,32%,3%,-1%,-7%
Cc1ccc(C)c(NC(=O)CN(C)C(=O)c2cccc(Oc3ccccc3)c2)c1,3%,-3%,-13%,1,nt,16%,-21%,-2%,nt
CSc1ccc(C2NC(=O)c3c(sc4c3CCN(C)C4)N2)cc1 (centres undefined),?,-3%,-12%,2,28%,-4%,96%[activator],20%,3%
COc1ccc(N2CCN(C(=O)c3cc(C4CC4)nn3-c3ccccc3)CC2)cc1,8%,-1%,-30%,2,nt,-4%,-10%,16%,nt
CCN(CC)C(=O)c1ccc2c3c(cccc13)C(=O)N(CCc1ccc(OC)c(OC)c1)C2=O,7%,-21%,-5%,-7,-1%,5%,nt,nt,-4%
CC(=O)N(C)N(C)c1cc(C)nc(N)n1,-2%,-8%,-7%,-5,12%,-4%,101%[activator],3%,19%
COCCCNC(=O)C1CC(=O)N(CCc2ccc(F)cc2)C1 (centres undefined),-4%,?,-21%,-2,8%,18%,-14%,0%,44%
O=C(Cn1nc(-c2ccc(Cl)cc2)ccc1=O)N1CCN(c2ccccc2)CC1,-17%,-23%,-8%,3,?,9%,0%,18%,34%
C/C(=N\NC(=O)c1ccccc1)C1C2C=CC(C2)C1(C)C (centres undefined),0%,-19%,-7%,0,-6%,13%,-10%,7%,16%
CCN1CCN(C2=NC(=O)/C(=C/c3ccc(C)o3)S2)CC1,-20%,-4%,-11%,16,-17%,-6%,-27%,-19%,40%
Cc1ccc(S(=O)(=O)N(C)CC(=O)Nc2cccc3c2CCCC3)cc1,-2%,-13%,4%,-3,-21%,-3%,35%[activator],-6%,14%
CC(=O)c1ccc(NC(=O)Cn2cc(S(=O)(=O)Cc3cccc(Cl)c3)c3ccccc32)cc1,-15%,-10%,0%,-1,3%,nt,-19%,6%,-2%
CSc1nc(S(=O)(=O)c2ccccc2)c(Cl)s1,20%[11.4 µM],2%,-10%,1,-19%,5%,-8%,-7%,0%
CCOC(=O)C1=C(N)Oc2ccc3ccccc3c2C1c1cccc(O)c1 (centres undefined),-14%,-16%,5%,-1,-18%,18%,0%,1%,6%
Cn1nc(C(F)(F)F)c2cc(C(=O)O)sc21,-43%,-19%,-2%,-4,1%,9%,-20%,-1%,4%
SMILES,RGS4 inhibitor,Pol eta inh,POLK inh,LDHA inh,Anesthetic bind,APE1 inh,12-LOX inh,ERG-DNA inh,Pol beta inh
COc1ccc(C(CC(=O)N2CCOCC2)c2c(O)cc(OC)cc2OC)cc1 (centres undefined),2%&-5%,-15%,-3%&6%,3,-2%&1%,-1%&-2%,-12%,-18%,4%
COc1cccc(OC)c1/C=C/C(=O)NC1CCCCC1,-11%,-7%,8%,0,-3%,0%,-1%,-1%,44%
CCCOc1ccccc1OCC(=O)Nc1cc(Cl)ccc1-n1cncn1,-9%,-5%,-16%,-3,nt,7%,2%,-2%,nt
Cc1cc(=O)[nH]c(SCCOc2ccc3c(c2)CCC3)n1,-2%,9%,-4%,-2,-14%,16%,-9%,nt,30%
Cc1ccc(Cl)cc1NC(=O)C1CCN(c2nc3ccccc3n3cccc23)CC1,0%,-20%,-7%,-24,-12%,nt,-15%,0%,0%
O=C(Nc1ccccc1Cl)N1CCC(CN2CCCCC2)CC1,23%,0%,-11%[60.1 µM],-8,9%,nt,-18%,-5%,-5%
COC(=O)c1c(NC(=O)CCCOc2cccc(C)c2)sc2c1CCC(C)C2 (centres undefined),2%,-9%,2%,-12,-3%,nt,-9%,-3%,5%

# Compound activity: PubChem, National Center for Advancing Translational Sciences (NCATS)

# These rows are one share of the data, so the mix of outcomes need not match the whole.
